14-3-3 PPI – modulators of 14-3-3 gamma protein binding, primary screen, biochemical, fluorescence polarization. hit rate 0.19% among 160,000. 14-3-3 protein gamma (Homo sapiens), P61981. FP, 14-3-3gamma / TMR-pS259-Raf peptide binding. inhibition, % at 40 µM; in the data active means inhibition above about 30%;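 further: 0% = protein plus tracer without compound and 100% = blank with tracer alone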
Target sequence (P61981 whole entry, looked up): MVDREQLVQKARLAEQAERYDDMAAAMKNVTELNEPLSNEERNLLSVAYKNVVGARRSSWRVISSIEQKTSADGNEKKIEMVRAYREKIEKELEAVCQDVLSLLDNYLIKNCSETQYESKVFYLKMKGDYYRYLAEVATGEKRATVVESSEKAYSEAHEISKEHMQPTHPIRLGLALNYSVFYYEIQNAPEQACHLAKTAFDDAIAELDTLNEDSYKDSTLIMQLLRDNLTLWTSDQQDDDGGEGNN
* = called active by the depositor; & = joins results of further samples. Not all compounds are listed; rates above refer to the full screens.

| smiles | 14-3-3 PPI |
| --- | --- |
| CCOCCCNC(=O)CN1C(=O)C(CC)Oc2ccccc21 (stereo not drawn) | 0.0 |
| Cc1ccc(C2C=C(c3cccs3)Nc3ncnn32)cc1 (stereo not drawn) | -1.1 |
| CC(C)c1ccc(NC(=O)Cn2c(=O)n(CCc3ccc(Cl)cc3)c(=O)c3ccccc32)cc1 | -1.7 |
| O=c1oc2ccccc2cc1-c1cn(-c2ccc(F)cc2)c(=O)[nH]1 | -44.3 |
| CCCCNC(=O)Cn1nc(C(F)(F)F)cc1C | -4.3 |
| Cc1cccc(C)c1N(CC(=O)N1CCCCC1)S(C)(=O)=O | 1.1 |
| COc1ccc(N2CCN(C(=O)c3nn(-c4cccc(OC)c4)c(=O)c4ccccc34)CC2)cc1 | 10.9 |
| Ic1ccc(C2CC(c3cccs3)n3ncnc3N2)cc1 (stereo not drawn) | -8.6 |
| CCOC(=O)C1CCCN(C(=O)c2cc(Cl)ccc2Cl)C1 (stereo not drawn) | -3.3 |
| CC(C)c1ccc(S(=O)(=O)N2CCN(Cc3ccccc3F)CC2)cc1 | -5.6 |
| CCC(=O)N1CCc2cc(S(=O)(=O)NC3CCCC3)ccc21 | 6.5 |
| CC1CCCC(NC(=O)c2n[nH]c(=O)c3ccccc23)C1C (stereo not drawn) | -10.4&0.5 |

4 entries from above, with each value named.
> O=c1oc2ccccc2cc1-c1cn(-c2ccc(F)cc2)c(=O)[nH]1
  14-3-3 PPI: -44.3
> COc1ccc(N2CCN(C(=O)c3nn(-c4cccc(OC)c4)c(=O)c4ccccc34)CC2)cc1
  14-3-3 PPI: 10.9
> CC1CCCC(NC(=O)c2n[nH]c(=O)c3ccccc23)C1C (stereo not drawn)
  14-3-3 PPI: -10.4&0.5
> CC(C)c1ccc(S(=O)(=O)N2CCN(Cc3ccccc3F)CC2)cc1
  14-3-3 PPI: -5.6

Next structures
| smiles | 14-3-3 PPI |
| --- | --- |
| CC1(C)CC(=O)C2=C(C1)N(CCN1CCOCC1)C1=C(C(=O)CC(C)(C)C1)C2c1ccc(Cl)cc1 | 1.4&3.2 |
| CN(Cc1ccccc1)S(=O)(=O)c1cc(C(=O)Nc2ccccc2Cl)ccc1F | -2.7 |
| COc1ccc(C2Nc3ccc(Br)cc3-c3nnc(SC)nc3O2)cc1O (stereo not drawn) | -5.9 |
| Cc1ccc(-c2c(C(=O)NCCC3=CCCCC3)oc(=O)c3ccccc23)cc1 | -4.4 |
| CCOc1ccc(Cc2nc3ccccc3[nH]2)cc1 | -5.6 |
| COc1ccc(C(=O)OCC(=O)c2ccccc2)cc1S(=O)(=O)N1CCOCC1 | -0.1 |
| CCN(C(=O)COC(=O)c1cnc(C)cn1)C1CCCCC1 | -4.7 |
| CC1CCCCN1Cc1c(O)ccc2cc(-c3nc4ccccc4n3C)c(=O)oc12 (stereo not drawn) | -13.8 |
| COC(=O)[C@H](CCSC)NC(=O)Nc1ccc(C)cc1 | -6.1 |
| CCN(CC)S(=O)(=O)c1cc(C(=O)Nc2ccccn2)ccc1C | 3.0 |
| COc1ccccc1N1CCN(CCCCNC(=O)c2ccc3ccccc3c2)CC1 | 4.0 |
| COc1ccc2nc(Nc3nc(C)cc(-c4ccccc4)n3)nc(C)c2c1 | -14.5 |
| C=CCNC(=O)c1cc2c(n(-c3ccc(Cl)cc3)c1=O)CC(C)(C)CC2=O | 1.7 |
| CCCCCCC(=O)Nc1nnc(C(C)(C)C)s1 | 3.7 |
| Oc1ccccc1C1=NNC(O)(C(F)(F)F)C1 (stereo not drawn) | 0.8 |
| Cc1ccc(C2CC(C(F)(F)F)n3ncc(C(=O)NCC4CCCO4)c3N2)cc1 (stereo not drawn) | -10.2 |
| COc1ccccc1C(=O)Oc1cc(N)n(S(=O)(=O)c2ccc(C)cc2)n1 | 20.0 |
| COc1ccccc1CNC(=O)Cn1c(=S)[nH]c2ncccc2c1=O | -6.9 |
| COC(=O)c1sc(NC(=O)C(C)Oc2ccc(Cl)cc2C)c(C(=O)OC)c1C (stereo not drawn) | -44.2 |
| Cc1noc(NS(=O)(=O)c2ccc(NC(=O)COc3ccc(Br)cc3C(C)(C)C)cc2)c1C | 2.0 |
| O=C(Nc1ccc2oc(-c3cccc(Br)c3)nc2c1)c1ccc(F)cc1 | -19.7 |
| CCOC(=O)C1=C(C)NC2=C(C(=O)CC(c3ccc(OC)c(OC)c3)C2)C1c1ccccc1OC(C)C (stereo not drawn) | 6.9 |
| CN(C)c1nc2c(c(=O)n(C)c(=O)n2C)n1Cc1ccc(F)cc1 | -1.6 |
| COC(=O)c1c(-c2cccnc2)csc1NC(=O)c1cc(C)on1 | -80.6 |
| O=C(NC1CCCC1)C1CCCN(S(=O)(=O)c2cnc[nH]2)C1 (stereo not drawn) | 8.7&-6.7 |
| CCOC(=O)C1CCN(Cc2cnc(NC(=O)OC)s2)CC1 | -0.8 |
| Cc1ccc(C(=O)NCCc2cc3cc(C)c(C)cc3[nH]c2=O)cc1C | 4.2 |
| Cc1ccc(NC(=O)CN2C(=S)NC(C)(C)CC2C)cc1F (stereo not drawn) | 0.0 |
| CCOC(=O)C1(CC)NC(c2ccco2)C2C(=O)N(c3ccc(C)cc3)C(=O)C21 (stereo not drawn) | -15.0 |
| CCOC(=O)C1=C(C)NC2=C(C(=O)CC(c3ccc(OC)c(OC)c3)C2)C1c1ccc(C)o1 (stereo not drawn) | -2.5 |
| Cc1nc2ncnn2c(N2CCN(C(c3ccccc3)c3ccccc3)CC2)c1C | 3.8 |
| COCCCNC(=O)c1cc2cc3ccc(C)cc3nc2o1 | -4.5 |
| O=[N+]([O-])c1cccc2c1OC1(N3CCOCC3)CCCCC1=C2 (stereo not drawn) | -2.4 |
| Cc1cccc(C)c1NC(=O)CN(c1cccc(C(F)(F)F)c1)S(=O)(=O)c1ccccc1 | -8.1 |
| COC(=O)CSc1nnc(-c2cccs2)n1-c1ccc(Cl)cc1 | -5.7 |
| COc1ccccc1CN=c1c([N+](=O)[O-])nn(-c2ccc3c(c2)OCCO3)n1O | -3.2 |

Next part.
molecule	14-3-3 PPI
Cc1ccc(CCN2CC(C(=O)NCCCN3CCCC(C)C3)CC2=O)cc1 (stereo not drawn)	-3.9
CC(C)N(C1=C(C(=O)c2ccccc2)NS(=O)(=O)c2ccccc21)C(C)C	-3.5
C=CCOC(=O)C1=C(C)NC(SC)=C(C#N)C1c1ccc(OCC)cc1 (stereo not drawn)	-0.7
O=c1oc2ccc(Br)cc2cc1-c1nnc(-c2ccccc2Br)o1	-4.8
Cc1ccc(O)c(NC(=O)Cn2nc([N+](=O)[O-])c(Br)c2C)c1	-10.7
FC(F)(F)c1cc(-c2cccs2)nc(-n2cc(Br)cn2)n1	-13.5
CC(C)NC(=O)c1cc(C(C)C)on1	-3.5
CCCCNC(=O)CCc1nc(-c2ccccc2F)no1	13.9
CCOC(=O)c1sc2nc(CC(=O)OC)nc(NC3CCCCCC3)c2c1C	-6.4
COc1cc(C2C(C(=O)OCCc3ccccc3)=C(C)NC3=C2C(=O)CC(c2ccccc2)C3)ccc1O (stereo not drawn)	2.5
CCC(=O)N1N=C(c2cccc(NS(C)(=O)=O)c2)CC1c1ccc(C)cc1 (stereo not drawn)	-1.0
COc1ccc(-n2nnc3c(=O)n(Cc4cc(C)ccc4C)cnc32)cc1	6.4
CCN(CC)C(=O)c1sc(NC(=O)Cc2cccs2)c(C#N)c1C	-1.6
O=[N+]([O-])c1ccccc1S(=O)(=O)NCCSc1nc2ccccc2s1	1.9
CN(Cc1ccccc1)C(=O)c1ccc2c(c1)OCO2	-0.4
CCN(CC)c1cc(Nc2ccc(C)c(Cl)c2)c([N+](=O)[O-])c2nonc12	-12.5
COc1ccc2[nH]c(=O)c(CN(CCCN3CCOCC3)C(=O)NCc3ccccc3)cc2c1	-4.3
CCc1cccc2c1NC(c1ccc(OC)c([N+](=O)[O-])c1)C1CC=CC21 (stereo not drawn)	-34.3
CC(Sc1nc(N2CCOCC2)c2c(c1C#N)CC(C)(C)OC2)C(=O)Nc1ccccc1 (stereo not drawn)	-6.7
O=C(Cn1c2ccccc2c(=O)c2ccccc21)Nc1ccccc1[N+](=O)[O-]	-6.5
COC(=O)C1C(=O)C2=C(CC1C)NC(C)=C(C(=O)OC(C)C)C2c1ccc(N(C)C)cc1 (stereo not drawn)	-2.0
CSc1oc(-c2ccccc2)nc1S(=O)(=O)c1ccc(Br)cc1	-49.3
O=C1c2ccc([N+](=O)[O-])cc2C(=O)N1c1ccc(Oc2ccccc2)cc1	-1.1
Cc1ccc(N2C(=O)c3sc4nc5c(c(=O)n4c3C2=O)CCC5)cc1	-10.9
Clc1ccccc1-c1nc(-c2ccc(Br)o2)no1	-7.8
COc1cc(OC)cc(-n2c(=O)c3sccc3n(CC(N)=O)c2=O)c1	1.6
C=CCn1c(N=Cc2ccc3c(c2)OCO3)nc2ccccc21	-2.7
O=C(OCc1nnc(-c2ccc(Cl)cc2)o1)c1ccc(=O)n(Cc2ccccc2)n1	-14.6
Nc1ccc2c3c(cccc13)C(=O)NC2=O	14.8
S=c1nc2c(n[nH]1)c1ccccc1n2CCc1ccccc1	-1.0
Cc1ccc(C)c(Cn2nnc3c(=O)[nH]c(C4CCCN(C(=O)CC(C)C)C4)nc32)c1 (stereo not drawn)	-7.9
CN1CCc2c(sc3c2c(=O)n(-c2ccccc2)c2nnc(SCc4ccc(F)cc4)n32)C1	-12.1
O=c1cc(-c2ccccc2)nc(N2CCN(Cc3ccccc3)CC2)[nH]1	1.5
Cn1c(=O)c2[nH]c(CN(Cc3ccccc3)Cc3ccccc3)nc2n(C)c1=O	-4.5
Cc1c(NC(=O)c2nn(C)c(=O)c3ccccc23)c(=O)n(-c2ccccc2)n1C	-10.2
c1ccc(C2=NCCCN2)cc1	-2.6
O=C(NCc1ccco1)c1ccc(S(=O)(=O)c2cccc(S(=O)(=O)N3CCOCC3)c2)cc1	-17.2
C=CCn1c(SCC(=O)NCc2cccnc2)nc2sc3c(c2c1=O)CCCC3	-2.8
O=C(CCN1C(=O)c2ccncc2C1=O)Nc1ccc2c(c1)OCCO2	-5.8
COc1ccc2nc3oc(C(=O)N4CCN(C(=O)c5ccco5)CC4)cc3cc2c1	-1.8
CC(C)[C@H](NC(=O)Nc1ccc2c(c1)OCCO2)C(=O)O	-10.0
CC(C)Cc1ccc(S(=O)(=O)N2CCC(Cc3ccccc3)CC2)cc1	1.5
NC(=O)c1ccc(F)cc1	0.6
O=C(CSc1ncnc2sc3c(c12)CCCC3)Nc1ccc(Br)cc1	1.2
CCOc1ccc(-n2c(SCc3ccccc3C)nc3c(c2=O)SCC3)cc1	0.4
CSc1nsc(SC)c1NC(=O)Nc1cccc(NC(C)=O)c1	-0.4
Clc1ccc(C2CC(c3ccccc3)n3ncnc3N2)cc1 (stereo not drawn)	0.6
Cc1sc2nc(SCC(=O)NCc3ccco3)n(C)c(=O)c2c1C	2.6
COc1ccc(C(=O)OC(C)CN2CCN(C)CC2)cc1OC (stereo not drawn)	4.8
CC(C)(C)C1CCC(C(=O)O)CC1 (stereo not drawn)	-16.9
COc1ccc(NC(=O)c2c(SC)nsc2SC)cc1	1.2
C1CN(CC23CCC4CC(CC(C4)C2)C3)CCO1	-0.1
COc1ccc(NC(=O)N2CCCC2C(=O)Nc2ccc(C)cc2)cc1 (stereo not drawn)	1.4
O=C(Oc1ccc(Cl)cc1)c1cc(S(=O)(=O)N2CCCCCC2)ccc1Cl	-1.2
CCOC(=O)N1CCN(S(=O)(=O)c2cc(Cl)ccc2Cl)CC1	3.8
Cn1c(-c2ccc3ccccc3n2)nc2cnccc21	4.3
O=C(Nc1ccccc1)N(Cc1c[nH]c2ccccc12)C1CCCC1	-5.4
O=C(c1ccco1)N1CCCSC1=Nc1ccccc1	-4.0
Cc1cc(N2CCOCC2)nc2ccc(NC(=O)CCC(=O)Nc3ccc4c(c3)OCCO4)cc12	-2.0
Cc1ccc(-n2c(=O)c3c4c(sc3n(CC(=O)NCc3ccco3)c2=O)CCCCC4)cc1C	5.5

Next section (three carried over from the part before).
molecule	14-3-3 PPI
O=C(c1ccco1)N1CCCSC1=Nc1ccccc1	-4.0
Cc1cc(N2CCOCC2)nc2ccc(NC(=O)CCC(=O)Nc3ccc4c(c3)OCCO4)cc12	-2.0
Cc1ccc(-n2c(=O)c3c4c(sc3n(CC(=O)NCc3ccco3)c2=O)CCCCC4)cc1C	5.5
CC(C)CC(NC(N)=O)C(=O)OCC(=O)NC(=O)NC1CCCC1 (stereo not drawn)	-5.2
O=C(CSc1nc2ccccc2s1)Nc1ccc(F)c([N+](=O)[O-])c1	-8.7
O=C(Nc1ncc2c(n1)CC(c1ccco1)CC2=O)c1ccc(Cl)cc1 (stereo not drawn)	2.5
COC(=O)CS(=O)(=O)c1cccc2nsnc12	-3.4
CCc1cn([C@H]2C[C@H](O)[C@@H](CO)O2)c(=O)[nH]c1=O	0.2
Cc1ccc2c(c1)c(=O)c1ccccc1n2CC(=O)N(C)Cc1ccccc1	-0.3
O=C(NCc1ccc2c(c1)OCO2)c1cccc(C(=O)NCc2ccc3c(c2)OCO3)c1	-5.8
CCCOc1ccc(C(=O)Nc2sc3c(c2C(=O)OCC)CCCCC3)cc1	0.6
O=C(c1ccc(Cl)c([N+](=O)[O-])c1)N1CCC2CCCCC2C1 (stereo not drawn)	0.0
c1ccc(-c2ccccc2-c2nc(-c3cccnc3)no2)cc1	-9.8
COc1ccc(S(=O)(=O)NC(Cc2ccccc2)C(=O)O)cc1 (stereo not drawn)	-1.0
Cc1ccccc1Cn1c(CCCNC(=O)c2ccccc2)nc2ccccc21	3.3
COc1ccc(NC(=O)CC2Nc3ccccc3NC2=O)c([N+](=O)[O-])c1 (stereo not drawn)	2.3
COC(=O)CN(C#N)c1nc(OC)nc(N(C)C)n1	0.7
CCc1ncc(C(O)c2cccc(OC)c2OC)n1C (stereo not drawn)	2.9&0.4
CCN1C(=O)CSc2ccc(C(=O)NCc3ccccc3Cl)cc21	-11.3
Cc1ccc(-c2nn(C)c(=O)c3ccccc23)cc1CNC(=O)CSc1nc2ccccc2o1	3.6
COc1ccc(NS(=O)(=O)c2c(C)cc(C)nc2Cl)cc1	-1.1
O=C(CNS(=O)(=O)c1ccc([N+](=O)[O-])cc1)OCCCl	-5.4
